Source: PubChem BioAssay
IL1B cytotox – toxic to HUVEC cells under IL-1B stimulation. hit rate 0.41% among 94,000. HUVEC cell count loss, Hoechst imaging, IL-1B stimulated. cell count reduction, % at 2 µM;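 active means cell count reduction more than 3 SD above the screen-wide mean, cut at about 70% in these data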;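 further: normalized per plate to untreated control cells as the no-loss baseline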
Smad3 FoxH1 inh – Smad3 (human) transcription factor binding inhibition; P84022; TR-FRET Smad3/Dy647-FoxH1 peptide binding, europium anti-His; inhibition, % at 25 µM; hit rate 0.29% among 88,000; AID 630;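 active means compounds that reduce the energy-transfer binding signal between the protein and its labelled peptide by more than half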;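 further: 0% = Smad3 plus labelled peptide maximal FRET and 100% = peptide-only background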
Target sequence (P84022 whole entry, looked up): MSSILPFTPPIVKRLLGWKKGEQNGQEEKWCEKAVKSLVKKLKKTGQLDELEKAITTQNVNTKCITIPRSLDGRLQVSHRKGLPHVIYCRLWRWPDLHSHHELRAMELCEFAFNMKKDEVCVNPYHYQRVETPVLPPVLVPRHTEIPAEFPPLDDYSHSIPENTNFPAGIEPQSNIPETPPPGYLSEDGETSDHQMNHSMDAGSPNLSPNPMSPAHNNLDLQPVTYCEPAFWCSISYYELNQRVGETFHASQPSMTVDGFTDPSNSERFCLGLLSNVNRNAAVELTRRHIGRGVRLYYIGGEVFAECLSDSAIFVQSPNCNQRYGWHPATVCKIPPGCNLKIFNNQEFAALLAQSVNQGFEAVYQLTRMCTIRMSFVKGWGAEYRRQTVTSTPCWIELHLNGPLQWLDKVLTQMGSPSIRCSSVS
F-actin modifier – cytoskeleton assembly modification | HUVEC TNFa F-actin phalloidin imaging, high content | AID 836 | inhibition, % at 2 µM | hit rate 0.18% among 91,000;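 active means inhibition above the batch mean plus 3 SD and confirmed as a hit by visual image inspection, cut at about 30% in these data, passing the limit was not always enough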; further: strong numbers were not always called active
TNFa cytotox – HUVEC cytotoxicity counter-screen, TNF alpha stimulated | HUVEC TNFalpha-stimulated, Hoechst cell count, imaging | cell count reduction, % at 2 µM | hit rate 0.17% among 93,000 | AID 848;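 active means cell count reduction exceeding the screen mean by over 5 SD, scaled to untreated wells per plate, cut at about 78% in these data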;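 further: cells counted after 24 h of TNF alpha exposure following the 1 h pretreatment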
ERb SRC1 inh – ER-beta (human) coactivator binding inhibition; AID 633; inhibition, % at 25.6 µM; TR-FRET ER-beta LBD / SRC1-Cy5 peptide binding; receptor agonist-loaded with 1 µM estradiol; hit rate 1.3% among 86,000;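 active means compounds whose percent inhibition of the receptor-coactivator binding signal exceeds about 50% in the single-dose screen, limit read from the data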;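 further: 0% = receptor plus peptide wells without compound and 100% = peptide-only wells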
Target sequence (Q92731 whole entry, looked up, the tested form may be a part): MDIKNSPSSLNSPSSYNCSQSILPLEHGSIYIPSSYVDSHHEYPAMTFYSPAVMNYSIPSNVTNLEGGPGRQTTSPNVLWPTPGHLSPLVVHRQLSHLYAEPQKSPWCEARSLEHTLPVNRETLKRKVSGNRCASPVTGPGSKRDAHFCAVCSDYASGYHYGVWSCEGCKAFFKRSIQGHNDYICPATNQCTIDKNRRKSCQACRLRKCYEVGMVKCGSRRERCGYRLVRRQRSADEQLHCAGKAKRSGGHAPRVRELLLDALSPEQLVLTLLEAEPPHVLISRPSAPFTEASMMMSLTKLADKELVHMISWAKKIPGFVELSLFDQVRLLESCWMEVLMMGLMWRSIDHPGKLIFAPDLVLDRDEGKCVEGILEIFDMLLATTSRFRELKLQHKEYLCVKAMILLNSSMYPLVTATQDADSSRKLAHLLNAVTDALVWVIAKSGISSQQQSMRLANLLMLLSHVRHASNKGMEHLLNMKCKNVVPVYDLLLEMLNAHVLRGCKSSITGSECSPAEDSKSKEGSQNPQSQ
sEH activator – soluble epoxide hydrolase (human) activation | P34913 | purified human sEH enzymatic activity, activator screen | activation, % at 2 µM | hit rate 0.04% among 91,000 | AID 717; in the data active means activation above about 37%; further: values of inactives mirror those of a sister screen read the other way
sEH inhibitor – soluble epoxide hydrolase (human) inhibition; hit rate 0.34% among 91,000; recombinant human sEH enzymatic activity assay; P34913; inhibition, % at 2 µM; AID 707; in the data active means inhibition above about 80%; further: values of inactives mirror those of a sister screen read the other way; many of its hits are not listed in these tables
VCAM1 TNFa inh – reduces TNF alpha induced VCAM1 expression in HUVEC; HUVEC TNFa-induced VCAM-1 immunofluorescence, high-content imaging; inhibition, % at 2 µM; hit rate 0.48% among 95,000;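 active means inhibition above the batch mean plus 3 SD, with images confirmed as a hit by eye, cut at about 37% in these data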;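 further: 0% = TNF-stimulated DMSO wells and 100% = unstimulated control wells; not every result past the cut was called active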
Calb biofilm kill – kills Candida albicans biofilms; C. albicans biofilm + clotrimazole, Alamar Blue; inhibition, % at 6 µM; hit rate 0.14% among 85,000; AID 834;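 active means inhibition above 20%; inactive means inhibition below 20%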;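 further: preformed 24 hr biofilms exposed to compound for 48 hr; 0% = biofilm without compound and 100% = blank killed by clotrimazole plus chlorhexidine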
* hit, by the source's call; / = no result given; [ ] = remark or other dose. Only part of the results is shown; count on the stated rates, not on these rows.

SMILES	IL1B cytotox	Smad3 FoxH1 inh	F-actin modifier	TNFa cytotox	ERb SRC1 inh	sEH activator	sEH inhibitor	VCAM1 TNFa inh	Calb biofilm kill
Cc1[nH]n(C(N)=S)c(=O)c1C(c1ccccc1)C(C#N)C#N (stereo unspecified)	-3.2	/	-15.1	14.2	/	4.1	-0.3	0.3	/
Cc1nn(-c2ccccc2)c2c1/C(=N/O)CC(C)(C)C2	1.6	-1.8	-23.2	25.5	1.4	-10.7	13.3	-1.3	8.9
Cc1cc2c(cc(C(=O)N3CCC(C(=O)N4CCCC4)CC3)n2Cc2c(F)cccc2Cl)o1	2.5	-0.7	26.4	-52.9	4.1	-3.8	2.2	3.1	13.2
CCNC(=O)CC1SC(=Nc2ccc(C)cc2)N(CC)C1=O (stereo unspecified)	-12.9	12.2	-3.3	7.3	-11.3[fluorescence artefact?]	3.6	-1.9	-4.7	-2.2
Cc1ccc(-c2nnc(NC3CCCCC3)c3ccccc23)cc1S(=O)(=O)N1CCN(C)CC1	-8.8	-8.1	3.1	0.8	-9.7	-5.8	6.3	15.2	-2.5
CCOC(=O)N1CCN(C(c2ccccc2)c2sc3nc(C)nn3c2O)CC1 (stereo unspecified)	-7.2	9.8	-24.4	-16.8	2.7[fluorescence artefact?]	-6.4	4.1	-3.1	6.0
CCCCS(=O)(=O)NC1=NCN(CCO)CN1	/	3.0	6.9	-25.0	-4.1	/	/	17.4	6.1
Cc1noc(C)c1S(=O)(=O)N(CC(=O)Nc1ccc2c(c1)OCCO2)c1ccc(C(C)C)cc1	-94.3	-6.1	-2.4	-17.4	-4.5[fluorescence artefact?]	8.1	-5.7	10.5	5.7
CCOC(=O)c1nnn(-c2nonc2N)c1CS(=O)(=O)c1ccccc1	-14.8	-10.6	-18.0	5.8	-7.6	2.5	-0.8	3.0	7.1
COc1cccc2cc(C(=O)N3CCN(c4ncccn4)CC3)c(=O)oc12	34.5	4.0	-9.6	-5.7	8.7	-20.1	22.4	19.1	6.8
CCOC(=O)N1CCC(Nc2c(NCCCN(CC)CC)c(=O)c2=O)CC1	-11.1	-3.3	1.6	-33.1	-2.5	-2.5	3.1	27.0	6.4
O=C(CSc1nc(-c2ccccc2)c(-c2ccccc2)o1)N1CCOCC1	-21.2	/	25.3	-5.6	/	-23.6	24.4	-1.7	/
Nc1ccccc1OCCOCCOCCOc1ccccc1N	/	-12.3	/	/	3.9	-14.1	14.1	/	-0.9
O=C(CCCC(=O)OCC(=O)c1cccs1)Nc1ccc(Oc2ccccc2)cc1	23.8	/	-11.9	6.5	/	-56.6	57.0	30.3	/
COC(=O)C1=C(CN2CCSCC2)NC(=O)NC1c1cc(C)ccc1C (stereo unspecified)	-2.2	2.8	-4.9	-13.9	-5.2	-1.5	1.7	12.7	5.8
N#Cc1cc(-c2ccccc2)cnc1Sc1ccc(Cl)cc1	-72.9	/	-1.5	2.0	/	6.2	-3.5	-7.9	/
O=c1c2c3c(sc2nc2n1CCC2)CCC3	-1.7	6.2	37.3*	-13.0	2.7	8.3	-6.2	15.3	5.9
CCN1C(=O)c2cccc3c(S(=O)(=O)NCCCN4CCOCC4)ccc1c23	12.3	9.3	-25.6	-18.5	-9.7	18.3	-18.0	-2.8	5.3
CC1CC(C)CN(C2CCN(Cc3cccnc3)CC2)C1 (stereo unspecified)	-16.7	16.4[fluorescence artefact?]	-5.0	-13.8	-21.1	14.2	-12.0	10.4	4.8
CCn1nnnc1-c1ccc(OC)c(S(=O)(=O)Nc2ccc(OC)cc2)c1	-22.0	-16.0	2.5	0.8	-4.5	8.3	-10.7	-2.4	-3.1
Cc1nc(-c2ccc(NC(=O)C3CCCCC3)cc2)cs1	-29.6	/	2.0	-25.8	/	-15.2	17.8	11.9	/
CCN1CC2([N+](=O)[O-])C=CC(=O)C([N+](=O)[O-])(C1)C2CC(=O)c1ccccc1 (stereo unspecified)	-19.7	/	-16.7	1.2	/	3.5	-5.3	16.7	/
CCOC(=O)N1CCN(C(=O)Nc2ccc3oc(C)nc3c2)CC1	-56.3	1.2	-5.8	61.3	0.2	-10.0	9.4	41.7	6.9
O=S(=O)(Nc1ccc(Oc2ncccn2)c(Cl)c1)c1ccc(Cl)cc1	8.8	-3.8	7.2	-17.8	2.1[fluorescence artefact?]	-6.9	5.0	-9.5	1.4
O=C(NCc1cccnc1)c1ccc(COc2ccc3c(c2)CCC3)o1	-12.8	0.1	-1.6	-5.0	5.5	-4.0	3.1	11.0	7.8
Cc1ccc2nc(NC(=O)c3ccc(Cn4cc(Cl)cn4)o3)sc2c1	8.6	9.1	11.4	-0.9	1.7[fluorescence artefact?]	-3.5	4.0	-7.5	2.3
Cc1nc(Cl)sc1C(=O)O	-15.8	6.2	-6.2	-14.8	-0.2	7.2	-7.7	17.4	4.5
C=CCCCCCCCCc1nc(=S)[nH][nH]1	-134.2	-10.4	-6.0	-18.3	0.3	-4.3	3.4	-3.2	4.0
Cc1nc(Cl)c2oc3ccccc3c2n1	-29.0	/	31.3	-21.4	/	1.6	0.8	7.3	/
COc1ccc(-c2noc(-c3cc(Cl)ccc3Cl)n2)cc1OC	-64.1	11.0[fluorescence artefact?]	-8.1	8.7	5.2	10.9	-17.0	15.3	-1.5
CC(C)C(=O)Nc1ccnc(-c2cccnc2)n1	-52.4	/	8.4	-10.1	/	8.3	-6.1	9.1	/
CCOC(=O)COc1ccsc1C(=O)OC	-36.6	/	7.8	-5.3	/	18.5	-16.1	-1.9	/
Cc1nc(C(=O)Nc2ccc(Cl)cc2Cl)nn1-c1cc(OC(C)C)c(Cl)cc1Cl	-18.5	/	-24.6	6.5	/	16.6	-13.3	-12.6	/
COc1ccc(N2CCN(C(=O)CCCn3c(=O)[nH]c4ccsc4c3=O)CC2)cc1	-2.5	-1.2	8.1	-50.2	74.6*	5.1	-6.8	15.8	7.9
CCn1c(CSCc2ccc(F)cc2)nnc1SCC(=O)N1CCN(c2ccccc2)CC1	15.4	/	-4.3	-25.3	/	-14.2	15.5	7.2	/
COc1ccc(C(=O)Cn2c(NCCO)nc3ccccc32)cc1OC	-6.6	3.8	16.7	8.6	3.1	0.7	-2.5	0.6	6.5
Cc1cc(O)cc(O)c1-c1onc(C(F)(F)F)c1-c1cscn1	2.9	-13.1	34.4	-3.0	-11.4[fluorescence artefact?]	-8.2	9.3	-3.1	-2.5
COc1ccc(-c2cc(-c3ccccc3O)[nH]n2)cc1OC	3.0	-7.1	-40.7	1.3	4.3	6.9	-5.4	-5.0	10.8
COc1ccc(C2/C(=C(/O)c3ccc(Cl)cc3)C(=O)C(=O)N2CCN2CCOCC2)c(OC)c1 (stereo unspecified)	/	9.8	/	/	-3.8[fluorescence artefact?]	-4.5	4.6	/	3.6
O=C(CC1CCCC1)Nc1ccc2c(c1)CCC2	1.6	-12.3	-5.2	-6.2	-9.2	-55.0	56.2	8.9	3.2
O=C(c1cnccn1)N(Cc1ccco1)C1(C(=O)NC2CCCCC2)CCCCC1	-1.0	-1.5	-3.1	-3.2	4.0[fluorescence artefact?]	-6.6	4.4	10.4	/
Cc1ccc(C(C)C)cc1OCCOCCN1CCCC1	0.3	-2.4	-24.4	-18.8	-0.5	-3.9	-1.8	-4.3	2.4
CCCCC(=O)Nc1ccc2c(c1)nc1n2CCOC1	6.2	2.0	8.4	18.4	-5.5[fluorescence artefact?]	/	/	22.4	4.6
O=c1c(-c2cc3ccccc3o2)[n+]([O-])c2ccccc2n1OCc1ccccn1	-11.2	-10.7	-2.3	-0.7	2.3[fluorescence artefact?]	0.3	-0.7	11.8	5.3
c1coc(-c2nnc3sc(-c4cccs4)nn23)c1	0.8	4.1	-12.8	-18.8	25.1[fluorescence artefact?]	/	/	6.0	5.0
CCCCn1nnc(NC(=O)c2sc3cc(Cl)ccc3c2Cl)n1	-6.4	4.6[fluorescence artefact?]	0.4	-8.0	2.4	-10.7	10.9	9.7	-2.4
CCc1nc(SCC(=O)c2ccc(C)c(C)c2)n[nH]1	-26.7	7.4	0.3	-2.7	-6.7	9.8	-8.3	-4.5	-5.0
Cc1ccc(S(=O)(=O)Cc2ccc(C(=O)N3CCN(c4cc(C)ccc4C)CC3)o2)cc1	-13.8	-4.3	-17.1	-3.1	44.9	-5.3	6.9	-20.5	/
Cc1ccc(N2C(=O)[C@@H]3Cc4ccccc4CN3C2=O)cc1	-3.8	-3.8	6.1	3.6	-3.1	-14.5	14.2	-14.2	5.4
COC(=O)c1cc(C(=O)OC)cc(N2C(=O)CC(Sc3nc(C)cc(C)n3)C2=O)c1 (stereo unspecified)	-22.1	8.3	-12.6	4.5	5.2	12.0	-12.6	5.2	-0.6
CCCCOC(=O)CCc1c(C)[nH]c(=O)c(C#N)c1C	-39.2	-13.8	/	-21.1	-4.0[fluorescence artefact?]	6.4	-4.7	6.4	-1.6
COc1ccc(C(=O)NCC(=O)n2nc(C)cc2C)cc1OC	-30.2	-14.9	3.0	-22.0	0.6	15.4	-14.1	-23.2	-1.7
COC(=O)c1c(NC(=O)CN2CCC(C)CC2)c2c(C)cccc2n1C	1.8	8.1	10.5	4.8	8.3	4.8	-4.4	3.6	8.6
O=C(CSc1nnc(NCc2ccccc2)s1)c1ccco1	-15.0	1.1	4.2	-25.4	-2.9	-7.0	7.2	7.3	4.8
Cc1[nH]c(=O)[nH]c(=O)c1S(=O)(=O)N1CCCC(C(=O)NCCc2ccccc2)C1 (stereo unspecified)	14.6	-1.0	7.9	-27.1	6.5	-45.9	46.7	6.5	-4.3
O=C(COC(=O)c1ccncc1)Nc1cccc(Cl)c1	1.7	4.3	31.2	-12.3	-6.0	5.9	-6.3	0.0	2.9
N#Cc1nc(-c2ccc(OCc3ccccc3)cc2)oc1N1CCC(C(N)=O)CC1	-5.3	-83.4	6.2	-20.7	44.5[fluorescence artefact?]	-6.0	4.7	1.8	0.4
Cc1ccc(C(=O)O)cc1NC(=S)NC(=O)C(c1ccccc1)c1ccccc1	-81.6	/	2.3	-14.8	/	-1.6	3.8	11.4	/
c1cc2c(nn1)CCc1nonc1-2	3.0	-8.1	-4.3	-10.1	-5.1[fluorescence artefact?]	5.0	-3.6	9.2	1.5
Cn1c(=O)c2c(nc(CN3CCc4ccccc4C3)n2Cc2ccccc2)n(C)c1=O	-31.4	12.2	0.9	-14.3	-4.9	1.5	-0.2	9.0	2.1
O=C(COc1ccc(S(=O)(=O)N2CCOCC2)cc1)NC1CCCC1	-156.7	1.8	-6.3	-3.0	-10.1	-2.6	3.3	2.3	-1.6
O=c1oc(-c2cc3ccccc3o2)nc2sc3c(c12)CCCC3	-19.3	/	39.1	42.1	/	-8.3	7.1	5.3	/
COc1ccc(Cc2nnc(SCC(=O)c3cccc([N+](=O)[O-])c3)n2C)cc1	-6.5	/	-11.1	1.2	/	16.7	-14.0	7.3	/
